Compound activity from PubChem.
All columns: NCI-60 one-dose screen, growth in % after 48 h at 10 µM unless noted; 100 = growth as untreated, 0 = no growth, -100 = all killed.
MALME-3M = MALME-3M melanoma; actives 5.8% (n = 78,000)
EKVX = EKVX NSCLC; AID 1794765; actives 3% (n = 71,000)
M14 = M14 melanoma | AID 1794745 | actives 6.2% (n = 80,000)
A549/ATCC = A549/ATCC NSCLC; actives 3.7% (n = 81,000)
UACC-257 = UACC-257 melanoma; actives 4.4% (n = 78,000); AID 1794764
SK-MEL-2 = SK-MEL-2 melanoma. actives 4.7% (n = 77,000). AID 1794763
UACC-62 = UACC-62 melanoma. actives 5.4% (n = 81,000)
SK-MEL-5 = SK-MEL-5 melanoma | actives 6.4% (n = 80,000) | AID 1794755
* = called active by the depositor; / = no result given; & = joins results of further samples. How the source made its calls: active means growth percent below 10; inactive means the rest.

SMILES	MALME-3M	EKVX	M14	A549/ATCC	UACC-257	SK-MEL-2	UACC-62	SK-MEL-5
COc1cccc(-n2cc(-c3nc4ccccc4c(=O)[nH]3)nn2)c1	108	/	106	83	89	98	93	92
COc1ccc(Oc2ccc(C3CC(c4ccc(OC)c(OC)c4)=NN3)cc2)cc1 (stereo unspecified)	86	57	78	80	57	99	69	28
C[C@H]1CC2C3CCC4=CC(=O)C=C[C@]4(C)[C@@]3(F)[C@@H](O)C[C@]2(C)[C@@]1(O)C(=O)COP(=O)(O)O (stereo partly specified)	84	73	94	66	99	125	100	106
Cc1nnc(NS(=O)(=O)c2ccc(NC3=C(Cl)C(=O)c4ncccc4C3=O)cc2)s1	97	102	105	111	99	104	104	100
COc1ccc(C2C(C#N)=C(N)Oc3c2c(=O)n(C)c(=O)n3C)cc1 (stereo unspecified)	100	110	106	96	98	117	104	103
Nc1c(C(=O)Nc2ccccc2)cc(-c2nc3ccccc3s2)c(=O)n1NS(=O)(=O)c1ccc(Cl)cc1	109	91	101	107	113	108	86	98
CCOC(=O)C1=NN(c2ccccc2)C(=O)C1	101&112	111	103&93	99&99	104&92	97&94	107&104	105&112
Cc1nn(-c2ccccc2)c2ncn(CC(=O)Nc3ccc(C(=O)N[C@@H](CCC(=O)O)C(=O)O)cc3)c(=O)c12	95	95	100	94	91	94	93	99
N#Cc1cccc(CN2CCc3ncn(Cc4ccc(Cl)cc4)c(=O)c3C2)c1	41	24	/	25	12	29	21	3.2*
O=C1CCC(=O)N1CCO	/	90	109	101	104	/	96	104
O=C1CN(CCO)C(=O)C2CC(O)Cc3cc(Cl)ccc3C12 (stereo unspecified)	101	97	100	80	75	99	103	100
CCOC(=O)c1nn(C2CCCCO2)c2ccc(NC(=O)CSc3nc4ccccc4s3)cc12 (stereo unspecified)	102	96	100	100	102	104	94	98
O=c1nc(Nc2cccc(Cl)c2)oc2cc(Cl)oc(=O)c12	/	116	66	101	87	-15*	79	106
CC1=C(c2cc(-c3ccccc3O)c(C#N)c(N)n2)C(c2ccccc2)NC(=S)N1 (stereo unspecified)	99	99	99	108	109	107	94	101
CCCCCC(C)(O)C(C(=O)O)c1ccccc1 (stereo unspecified)	94	104	97	100	102	108	103	101
O=C(Nc1ccc(N=Nc2ccc(S(=O)(=O)O)cc2)cc1)c1ccc(N=Nc2cc(S(=O)(=O)O)c3ccccc3c2O)cc1	102	112	122	98	98	110	91	97
CCC(O)C(F)(F)C(F)(F)F (stereo unspecified)	98	/	107	98	99	109	96	106
Nc1ccc2ccc(NS(=O)(=O)N3CCCCC3)cc2c1	45	62	11	39	88	85	17	25
O/N=C(/CSc1nnc(-c2cc(-c3ccccc3)nc3ccccc23)o1)c1ccccc1	110	88	85	85	95	83	72	77
Cc1cc(C)on1	112	99	/	98	92	100	110	100
O=C(O)C1C2C=CC(C2)C1C(=O)O (stereo unspecified)	109&70&109	120	105&39&115	98&13&94	98&36&100	111&58&150	104&27&90	99&24&103
COc1ccc(C(OC(C)=O)OC(C)=O)cc1OC(C)=O	111	122	108	108	118	105	110	108
c1ccc(CCCNCCc2ccccc2)cc1	108	101	105	93	96	101	89	95
O=C1OC(=O)C2C1CC1C(=O)OC(=O)C12 (stereo unspecified)	91	/	109	105	105	109	96	98
CC(C)(C)c1ccc(S(=O)(=O)Oc2ccc(NC(=O)c3ccc4ccccc4c3)cc2)cc1	84	69	81	59	68	86	76	82
OC(c1cccc2ccccc12)c1nccn1Cc1ccccc1 (stereo unspecified)	114	86	97	96	99	119	86	99
CCCC1N[C@H](C(=O)O)CS1 (stereo partly specified)	85	98	98	92	103	98	91	101
CCOC(=O)c1ccc(C(C)(C)C)cc1	103	114	104	102	100	/	106	105
Cc1nn(-c2ccccc2)c2nc3c(nc12)C(=O)CC(C)(C)C3	104	104	97	103	114	104	95	110
Cc1cc(C)c(C(=O)CC(=O)c2cccnc2)c(C)c1	88	37	59	53	90	73	49	59
CC(CN1CCCCC1)C(=O)c1ccccc1 (stereo unspecified)	107	104	98	98	103	102	104	102
Cc1ccc(OC(=O)c2ccccc2)cc1C	110	107&95	110&110	101&104	100&99	117&103	104&106	110&110
CCN(CC)CCCC(C)Nc1ccccc1[N+](=O)[O-] (stereo unspecified)	104	115	98	107	98	105	97	96
C/C(=N\C(=N)N)c1nc2ccccc2n1CCBr	111	99	104	113	118	/	80	107
O=C(Cn1nnnc1-c1ccn(-c2ccc(Br)cc2)n1)c1cc2ccccc2oc1=O	/	59	96	83	85	82	73	56
COCCNC1=C(Cl)C(=O)c2ccccc2C1=O	/	108	97	89	100	103	91	-6.8*
CC(=O)c1cc(O)c(O)cc1O	107	100	107	98	99	117	106	109
CC(C)(C)CC(C)(C)Nc1c(-c2c(O)c3ccccc3oc2=O)nc2ccc(Cl)cn12	/	97	95	91	/	98	96	101
O=C(O)c1ccc(-c2ccc(/C=N/Nc3nc(Nc4ccccc4)nc(N4CCCCC4)n3)o2)cc1	59	79	83	63	94	68	68	72
O=C(/C=C/C12c3ccccc3C(c3ccccc31)C1C(=O)N(c3ccc(Cl)cc3)C(=O)C12)c1ccccn1 (stereo unspecified)	-52*	-35*	-1.4*	5.6*	2.6*	-19*	-45*	-84*

Structural class, the compounds so far containing a cyano group
SMILES	MALME-3M	EKVX	M14	A549/ATCC	UACC-257	SK-MEL-2	UACC-62	SK-MEL-5
COc1ccc(C2C(C#N)=C(N)Oc3c2c(=O)n(C)c(=O)n3C)cc1 (stereo unspecified)	100	110	106	96	98	117	104	103
N#Cc1cccc(CN2CCc3ncn(Cc4ccc(Cl)cc4)c(=O)c3C2)c1	41	24	/	25	12	29	21	3.2*
CC1=C(c2cc(-c3ccccc3O)c(C#N)c(N)n2)C(c2ccccc2)NC(=S)N1 (stereo unspecified)	99	99	99	108	109	107	94	101

Single records (already shown):
Results for Nc1c(C(=O)Nc2ccccc2)cc(-c2nc3ccccc3s2)c(=O)n1NS(=O)(=O)c1ccc(Cl)cc1 → MALME-3M = 109; EKVX = 91; M14 = 101; A549/ATCC = 107; UACC-257 = 113; SK-MEL-2 = 108; UACC-62 = 86; SK-MEL-5 = 98
Results for Cc1ccc(OC(=O)c2ccccc2)cc1C → MALME-3M = 110; EKVX = 107&95; M14 = 110&110; A549/ATCC = 101&104; UACC-257 = 100&99; SK-MEL-2 = 117&103; UACC-62 = 104&106; SK-MEL-5 = 110&110

Among those listed so far, these have sulfur.
SMILES	MALME-3M	EKVX	M14	A549/ATCC	UACC-257	SK-MEL-2	UACC-62	SK-MEL-5
Cc1nnc(NS(=O)(=O)c2ccc(NC3=C(Cl)C(=O)c4ncccc4C3=O)cc2)s1	97	102	105	111	99	104	104	100
Nc1c(C(=O)Nc2ccccc2)cc(-c2nc3ccccc3s2)c(=O)n1NS(=O)(=O)c1ccc(Cl)cc1	109	91	101	107	113	108	86	98
CCOC(=O)c1nn(C2CCCCO2)c2ccc(NC(=O)CSc3nc4ccccc4s3)cc12 (stereo unspecified)	102	96	100	100	102	104	94	98
CC1=C(c2cc(-c3ccccc3O)c(C#N)c(N)n2)C(c2ccccc2)NC(=S)N1 (stereo unspecified)	99	99	99	108	109	107	94	101
O=C(Nc1ccc(N=Nc2ccc(S(=O)(=O)O)cc2)cc1)c1ccc(N=Nc2cc(S(=O)(=O)O)c3ccccc3c2O)cc1	102	112	122	98	98	110	91	97
Nc1ccc2ccc(NS(=O)(=O)N3CCCCC3)cc2c1	45	62	11	39	88	85	17	25
O/N=C(/CSc1nnc(-c2cc(-c3ccccc3)nc3ccccc23)o1)c1ccccc1	110	88	85	85	95	83	72	77
CC(C)(C)c1ccc(S(=O)(=O)Oc2ccc(NC(=O)c3ccc4ccccc4c3)cc2)cc1	84	69	81	59	68	86	76	82
CCCC1N[C@H](C(=O)O)CS1 (stereo partly specified)	85	98	98	92	103	98	91	101

Remaining list, next part
SMILES	MALME-3M	EKVX	M14	A549/ATCC	UACC-257	SK-MEL-2	UACC-62	SK-MEL-5
CCCCCCCCc1ccc(OCCOC(=O)/C=C\C(=O)NC(N)=O)cc1	106	/	110	98	103	112	104	95
COc1ccc(Nc2ccc(C(N)=O)c(NCCCNC(=O)C3CCC3)n2)cc1	69	78	63	86	92	66	78	78
COc1ccc2c(c1)CC/C(=C\c1cncc(Br)c1)C2=O	106	99	93	95	112	95	/	/
COC1(c2ccccc2)CN(Cc2ccccc2)CC(c2ccccc2)O1 (stereo unspecified)	101	70	88	92	107	91	92	108
Cc1cc(NC(=O)c2cccc(C(F)(F)F)c2)ccc1-n1ccc2c(NC(=O)c3ccccc3)nccc21	100	94	97	87	101	101	97	101
c1ccc(N/N=C(\c2ccccc2)c2cccs2)cc1	111	102	127	90	105	104	100	99
FC(F)(F)c1ccc(-c2nc(-c3cc(-c4ccco4)nc(-c4ccco4)c3)cc3c2[nH]c2ccccc23)cc1	124	/	104	83	111	99	91	94
CN1CCN(c2ccc(-c3cccc(CN4CCOCC4)c3)cc2NC(=O)c2c[nH]c(=O)cc2C(F)(F)F)CC1	86	93	97	94	/	108	100	98
CCSc1nc2ncnc(N(C)Cc3ccccc3)c2c(=O)[nH]1	91	108	88	99	97	103	83	87
O=c1[nH]c(=O)c2[nH]cnc2[nH]1	111	115	121	95	77	/	101	102
Clc1ccc(C2=NN(c3cc(Cl)cc(Cl)c3)C(c3sc(Cl)nc3Cl)C2)cc1 (stereo unspecified)	105	97	110	101	104	104	96	104
COc1cc(C2C3CCc4ccccc4C3=NN2C(C)=O)cc(OC)c1OC (stereo unspecified)	146	119	104	/	98	84	95	94
CN1c2ccccc2C(=O)N(NC(=O)Nc2ccccc2)C1c1ccc(F)cc1 (stereo unspecified)	103	98	99	113	111	111	85	98
CSc1nc2[nH]cnc(=S)c2[nH]1	102	92	102	99	103	/	97	105
C=CCn1c(SCC(=O)Nc2ccc(/C(C)=N\O)cc2)nnc1-c1cc(-c2ccc(Cl)cc2)nc2ccccc12	72	32	20	19	48	29	25	34
Oc1ccc2ccccc2c1-c1c(O)ccc2ccccc12	74	84	84	87	/	92	80	98
CCC(O)c1ccco1 (stereo unspecified)	104	/	101	106	107	/	105	99
CCOC(=O)c1c(-c2ccc(Cl)cc2)c(C#N)c2c(C#N)c(N)nn2c1N	73	60	75	51	60	53	46	52
CC(=O)/C(C)=C\c1ccccc1	103	94	99	97	92	97	102	96
O=C1C=CC(=Nc2cc(Br)c(O)c(Br)c2)C=C1	70	91	/	118	91	65	68	87

Looked up above:
COc1ccc(Oc2ccc(C3CC(c4ccc(OC)c(OC)c4)=NN3)cc2)cc1 (stereo unspecified) in MALME-3M is entered as 86
CC(CN1CCCCC1)C(=O)c1ccccc1 (stereo unspecified) in SK-MEL-5 is entered as 102
Cc1cc(NC(=O)c2cccc(C(F)(F)F)c2)ccc1-n1ccc2c(NC(=O)c3ccccc3)nccc21 in SK-MEL-5 is entered as 101
CCOC(=O)c1nn(C2CCCCO2)c2ccc(NC(=O)CSc3nc4ccccc4s3)cc12 (stereo unspecified) in SK-MEL-2 is entered as 104

Further records:
SMILES	MALME-3M	EKVX	M14	A549/ATCC	UACC-257	SK-MEL-2	UACC-62	SK-MEL-5
CCOC(=O)c1c2c(n(-c3ccccc3)c1-c1ccccc1)C=CCC2	102	90	89	88	96	95	72	98
Clc1ncnc2scc(C3COc4ccccc4O3)c12 (stereo unspecified)	59	/	88	96	93	107	98	90
CCCCCCCCCN1C(=O)/C(=c2\sc3n(c2=O)C2C(NN=3)N(CC)C(=O)N2CC)c2ccccc21 (stereo unspecified)	51	69	91	56	/	76	24	73
CCOc1ccc(-c2cnnn2-c2nonc2-n2cccc2)cc1	53	61	9.7*	17	65	18	36	25
N=c1c2c(N)n(-c3ccccc3)nc2nc2n1-c1ccccc1Sc1ccccc1-2	120	78	100	86	85	113	77	92
CC1(C)CC[C@]2(CO)CC[C@]3(C)[C@H](CC[C@@H]4[C@@]5(C)CCC(=O)NC(C)(C)[C@@H]5CC[C@]43C)[C@H]2[C@H]1O	105	103	92	102	108	109	87	100
CCOc1ccc(N2CCC(=O)NC2=S)cc1	95	95	103	101	103	113	94	96
CCCC(O)(CCC)CC(C)(C)C	93	/	110	95	90	106	106	101
COc1ccc(C(=O)Nc2ccc3nc(N4CCCCC4)cc(C)c3c2)cc1OC	65	/	84	85	102	119	98	88
COc1ccc(/C=C\C(=O)/C=C/c2ccc(OC)cc2)cc1	95	93	40	102	106	123	70	92
CC1CCC(CC(=O)O)(C(=O)O)CC1 (stereo unspecified)	142&99	103&105	115&101	111&102	116&106	112&109	115&96	108
O=CN1CCCCC1	103	95	121	122	104	125	/	100
Cn1c(=O)c2ncn(C)c2n(C)c1=O	120	121	113	106	114	107	108	109
C[C@@]12Cc3ccccc3N[C@@H]1N(Cc1ccccc1)c1ccccc12	/	127	109	101	105	97	98	105
O=C(Nc1ccc(Cl)cc1)C1CCCN(C(=O)c2cccc(-c3ccco3)c2)C1 (stereo unspecified)	71	50	85	61	56	93	59	29
